IL1B secr inh = inhibitors of inflammasome signaling (IL-1 beta secretion); THP-1 LPS/ATP IL-1B secretion, AlphaLISA, 16 h; active compounds read low; activity change, % at 57.5 µM; 360,000 compounds, 4.7% hits; AID 743279; in the data active means activity change below about -50%; inconclusive means mostly about -30% to -49%; further: on the % scale 0 is the no-effect control and ±100 the full control effect
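THP-1 cells pretreated 1 hr with compounds (up to 57.5 uM final), then stimulated with LPS (250 ng/mL final) plus ATP (1.25 mM final); secreted IL-1B measured by AlphaLISA after 16 hr, decreased signal indicating inhibition.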
SW480 rereplic = inducers of DNA re-replication in SW480 colon cancer cells; SW480 DNA re-replication, Hoechst DNA content imaging, 48 h; Potency, µM (highest dose often 46.1 µM), inactives show at the highest dose re-replication activation, usual class: activators; 340,000 compounds, 1.8% hits; AID 624297; further: potency means the concentration at half of the fitted maximal effect; % of control where 0% means no effect; nearly all actives have a fitted effect of over 55% in size
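Treated cells incubate 48 hr (37 C, 5% CO2), are stained 40 min with Hoechst, and nuclear fluorescence is enumerated; a rise in nuclei with high DNA signal marks re-replication.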
KB-V1 cytotox = kills drug-selected multidrug resistant KB-V1 cells; 400,000 compounds, 3.4% hits; KB-V1 MDR cells viability, CellTiter-Glo, 72 h; Potency, µM (top dose mostly 46.1 µM), without a hit: at the top dose activity change, negative = cytotoxicity, most hits filed as cytotoxic; AID 1347076; further: potency means the concentration at half of the fitted maximal effect; on the % scale 0 is the no-effect control and ±100 the full control effect; nearly all actives have a fitted effect of over 60% in size
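Cytotoxicity via CellTiter-Glo luminescence after 72 h compound exposure at 37 degrees C. Cells: drug-selected KB-V1 line, DMEM phenol-red free plus 10% FBS. Compounds tested at multiple concentrations; normalized data fitted to concentration-effect curves.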
HT1080NT lethal = kills 2HG-producing HT-1080-NT fibrosarcoma cells. AID 686970. 360,000 compounds, 1.6% hits. HT-1080-NT fibrosarcoma viability, CellTiter-Glo ATP luminescence, 48 h. Potency, µM (doses to about 46.1 µM), inactives show top-dose activity, negative = less viability, hits mostly cytotoxic;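 further: NT is the 2HG producing partner of a matched IDH1 knockdown line; potency means the concentration at half of the fitted maximal effect; 0% = DMSO-treated cells and -100% = media-only wells without cells; nearly all actives have a fitted effect of over 55% in size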
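Toxicity toward the 2HG-producing NT line was scored as %Activity, normalised to DMSO and no-cell wells, from CellTiter-Glo luminescence after 48 hours' treatment.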
HT1080 IDH1KD tx = kills HT-1080 cells with IDH1 knockdown; HT-1080 IDH1 knockdown viability, ATP luminescence, 48 h; Potency, µM (doses to about 46.1 µM), inactives show top-dose activity, negative = toxicity, usual class: cytotoxic; 360,000 compounds, 2% hits; AID 686971;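 further: potency means the concentration at half of the fitted maximal effect; 0% = DMSO wells and -100% = cell-free medium wells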
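Knockdown cells (IDH1KD HT-1080) received compounds 2 h after plating at 750 cells/well and were kept 48 h at 37 °C in 5% FBS RPMI. A CellTiter-Glo luminescence read gave % activity for curve fitting.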
ATXN2 expr inh = inhibitors of ATXN2 expression. HEK-293 ATXN2-luciferase reporter, luminescence, 24 h. Potency, µM (highest dose often 57 µM), without a hit: at the highest dose activity change, negative = inhibition, usual class: inhibitors. 360,000 compounds, 0.72% hits. AID 1745845; further: potency means the concentration at half of the fitted maximal effect; on the % scale 0 is the no-effect control and ±100 the full control effect; nearly all actives have a fitted effect of over 55% in size
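ATXN2-luciferase reporter cells (luciferase flanked by upstream and downstream ATXN2 gene portions) were treated 24 h at 37 °C with compounds at up to 57 uM. SteadyGlo luminescence gave expression; GF-AFC fluorescence gave viability.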
KB-3-1 cytotox = KB-3-1 parental cell cytotoxicity. KB-3-1 viability, CellTiter-Glo ATP luminescence, 72 h. Potency, µM (highest dose often 46.1 µM), for the others: top-dose activity change, negative = cytotoxic, usual class: cytotoxic. 400,000 compounds, 1.4% hits; further: potency means the concentration at half of the fitted maximal effect; on the % scale 0 is the no-effect control and ±100 the full control effect; nearly all actives have a fitted effect of over 60% in size
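Cytotoxicity measured as CellTiter-Glo luminescence after 72 h at 37 C. Compound titrations were pinned onto drug-naive KB-3-1 parental adenocarcinoma cells grown in DMEM with 10% FBS, and normalized data fitted to concentration-response curves.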
MCF10A rerep = DNA re-replication induction in MCF 10a cells | MCF 10A DNA re-replication, Hoechst nuclear intensity, 48 h | 350,000 compounds, 2.9% hits | Potency, µM (top dose mostly 46.1 µM), inactives show at the highest dose activity, positive = re-replication, most hits filed as activators; further: potency means the concentration at half of the fitted maximal effect; % of control where 0% means no effect; nearly all actives have a fitted effect of over 50% in size
ATXN viability = reduces viability in counter-screen for ATXN expression inhibitors; Potency, µM (highest dose often 56.7 µM), most hits filed as cytotoxic; S2 cells (HEK-293 line with an ATXN2-luciferase reporter) viability, CellTiter-Fluor protease fluorescence, 24 h; 400,000 compounds, 0.49% hits; further: potency means the concentration at half of the fitted maximal effect; nearly all actives have a fitted effect of over 40% in size
* marks the source's active call; other numbers are inactive results; i = inactive; ? = inconclusive; . = no result given; & = joins results of further samples; [ ] = remark or other dose. Unless noted, the call rests on the fitted dose curve; in most records, active means well fitted curve in the direction sought with a large enough effect; inconclusive means small, poorly fitted or top-dose-only effect, or another doubt; inactive means no such curve, though single readings can be large; an effect the other way counts as inactive or inconclusive. The order is random; 11% or so of the library scored in one or more.

SMILES	IL1B secr inh	SW480 rereplic	KB-V1 cytotox	HT1080NT lethal	HT1080 IDH1KD tx	ATXN2 expr inh	KB-3-1 cytotox	MCF10A rerep	ATXN viability
COc1ccc(/C=N/NC(=O)CCC(=O)Nc2ccc(F)cc2)c(OC)c1	-16	-13%	-1%	-1%	2%	-16%	7%	3%	i
O=C1c2ccccc2C(=O)N1CC(=O)N1c2ccccc2CCc2ccccc21	63	-3%[9.22 µM]	-7%	-11%	-3%	4%	-6%	-7%	i
CN(Cc1cn(C)nc1-c1ccccc1F)CC1CCN(Cc2ccccc2)CC1	-4	-25%	3%	?	?	-13%	-1%	8%	i
COCCN(C(=O)c1cc2c(s1)CCCCC2)c1c(N)n(CC(C)C)c(=O)[nH]c1=O	-12	-8%	-30%	-1%	-2%	.	-15%	0%	i
CC(C)(C)C(=O)NNC(=O)c1cc(C(C)(C)C)nn1Cc1ccccc1	17	-11%	-6%	-6%	-16%	116%[activator]	?	-2%	i
CCCN(C(=O)CSc1nc2cc(S(=O)(=O)N(CC)CC)ccc2o1)C1CCS(=O)(=O)C1 (stereo not given)	-2	-20%	0%	1%	-3%	-18%	-3%	-1%	i
C=CCc1c(C)c(C#N)c2nc3ccccc3n2c1NCCN(C)C	-9	15%	-9%	0%	-5%	-12%	16%	?	i
COc1ccc(Cn2nnnc2C(c2ccc(F)cc2)N2CCN(C3CCCC3)CC2)cc1 (stereo not given)	-17	3%	-7%	-28%	-13%	-3%	-6%	5%	i
COc1cc(C(=O)OCCc2c(C)nc3nc[nH]n3c2=O)cc(OC)c1OC	0	-28%	0%	11%	8%	-33%	19%	-13%	i
COc1cc2c(cc1OC)CN(C(=O)CSc1nc3[nH]ncc3c(=O)n1-c1ccccc1)CC2	-17	5%	-10%	-9%	-12%	-21%	-7%	-1%	i
Cc1ccc(-c2nnn(CC(=O)N(c3ccc(F)cc3)C(C(=O)NC3CCCC3)c3ccco3)n2)o1 (stereo not given)	93	?	?	-30%[9.24 µM]	-22%	-18%	8%	16%	i
O=C(COC(=O)CCSc1ccccc1Cl)Nc1ccc(F)cc1F	18	2%	-5%	7%	15%	0%	17%	-4%	i
C=CCNCCOc1ccc(C)cc1[N+](=O)[O-]	-21	-16%	-13%	0%	-4%	-2%	-6%	10%	i
CCOC(=O)c1ccc(Nc2nc(N3CCOCC3)nc(N3CCOCC3)n2)cc1	-23	?	15%	10%	?	-4%	9%	?	i
COc1cc(NC(=O)c2ccc(C)cc2)ccc1NC(=O)c1cc2ccccc2o1	25	3%	-6%&6%	9%	27%	?	4%&1%	24%	i
O=C(NCCc1ccc(F)cc1)c1cc(=O)c2ccccc2o1	4	3%	?	2%	-3%	5%	-19%	-8%	i
Cc1cc2c(=O)n(C)c(SCC(=O)c3cc4ccccc4o3)nc2s1	20	0%	0%	-11%	4%[9.24 µM]	20%	3%	29%	i
O=C(NCc1ccc2c(c1)OCO2)c1ccc(CS(=O)(=O)c2ccc(Br)cc2)o1	11	2%	-19%	-6%	-5%	-1%	-15%	7%	i
O=[N+]([O-])c1ccc(/C=N/N2CCN(Cc3ccccc3)CC2)cc1	?	?	-5%	-14%	-4%	6%	-12%	17%	i
COc1ccc2c(CN3CCCCCCC3)cc(=O)oc2c1	48	.	11%	1%	-12%	75%[activator]	0%	.	i
O=[N+]([O-])c1ccc(CN2CCCCCC2)cc1	14	-8%	30%	-2%	-10%	14%	7%	7%	i
CCOC(=O)c1cnn(CCOC(=O)Cc2cccs2)c1NC(=O)Cc1cccs1	34	-2%	3%	8%	8%	6%	6%	-23%	i
O=C(CSc1ccc([N+](=O)[O-])cn1)Nc1ccc2c(c1)OCCO2	-5	2%	-1%	14%	6%	.	4%	0%	i
Cc1ccc(C)c(CN2CCNC2=O)c1	18	-1%	0%	-3%	?	4%	4%	-2%	i
CCC(C)(NC(=O)c1ccccc1)C(=O)O (stereo not given)	24	-1%	5%	12%	12%	-4%	10%	-1%	i
SMILES	IL1B secr inh	SW480 rereplic	KB-V1 cytotox	HT1080NT lethal	HT1080 IDH1KD tx	ATXN2 expr inh	KB-3-1 cytotox	MCF10A rerep	ATXN viability
CN(C(=O)CSc1n[nH]c(=O)[nH]c1=O)c1ccccc1	-8	-25%	-4%	0%	2%	7%	-1%	-9%	i
Cn1c(CCN2CCN(c3ccccn3)CC2)nc2cc(NS(=O)(=O)c3ccc(Cl)cc3)ccc21	-76*	?	-2%	?	?	-19%	?	?	i
COc1ccc(-n2cc(-c3ccc4c(c3)OCO4)n(CC(=O)Nc3cccc(C)c3)c2=O)cc1	.	.	2%	.	.	10%	-2%	.	i
COc1cc(C(=O)N2CCN(c3ccc(C)cc3C)CC2)cc(OC)c1OC	95	6.5µM*	?	4.6µM*	5.8µM*	-23%	2.3µM*	18µM*	i
CCOC(=O)C1(Cc2ccc(Cl)cc2)CCN(C(=O)c2cscn2)CC1	-9	1%	0%	17%	18%	-7%	13%	9%	i
O=C(CSc1nnc(-c2ccc(F)cc2)c2ccccc12)Nc1ccccc1Cl	-8	1%	29%	1%	-9%	-10%	6%	?	i
COc1ccc(-c2c(C)n([O-])c3c([n+]2=O)CCCC3)cc1	-3	-18%	3%	4%	-7%	2%	3%	1%	i
CC1(C)CC(=O)C/C(=N/NC(=O)c2ccc(-c3ccccc3)cc2)C1	-4	?	-17%	-15%	-9%	.	1%	10%	i
COc1ccc(Nc2oc(COc3ccc(C)cc3)nc2C#N)cc1	-29	-10%	-17%	4%	-5%	.	-2%	15%	.
CCOc1cc(/C=N/NC(=O)CCn2nc(C)cc2C)ccc1O	0	-16%	14%	-6%	23%	-14%	-3%	8%	i
O=C(CSC(=S)N1CCCCC1)c1ccccc1	0	-8%	-13%	-7%	-4%	?	20%	24%	i
COC(=O)c1ccccc1OCC(=O)N1CCN(c2ccc(Cl)cc2)CC1	37	-1%	-25%	-13%	-17%	-21%	-18%	11%	i
CCC(CC)C(=O)Nc1cc(NC(=O)C(CC)CC)cc(C(=O)O)c1	10	-6%	26%	16%	9%	-9%	10%	-2%	?
O=C(CCCC(=O)N(CC(=O)NC1CCCC1)Cc1ccc2c(c1)OCO2)Nc1ccccn1	4	3%	22%	4%	5%	1%	8%	2%	i
CNC(=O)COC(=O)COc1ccc2c(C)cc(=O)oc2c1	-7	-3%	21%	0%	23%	16%	3%	-4%	i
COc1ccccc1C1c2c(C)nn(-c3ccccc3)c2NC(=O)C1NC(=O)c1ccccc1 (stereo not given)	43	-1%	25%	1%	1%	3%	7%	-1%	i
COC(=O)c1sccc1NC(=O)/C=C/C(=O)O	-5	1%	0%	2%	-8%	.	0%	-1%	i
CCN(CC)CCCNC(=O)C1CCC(=O)N(c2ccc(OC)cc2)C1c1ccc(F)cc1 (stereo not given)	18	-7%	20%	10%	6%	-8%	3%	-1%	i
C=CCn1c(SCC(=O)Nc2cc(C)on2)nc2sc3c(c2c1=O)CCCC3	20	-2%[9.22 µM]	8%	15%	16%	-22%	13%	-10%	i
Cc1cc(C)c(Cc2c(C)nc3c(C(=O)NCc4ccco4)cnn3c2C)c(C)c1	-1	-3%	2.9µM*	-1%	-5%	14µM*	21µM*	?	20µM*
CCCCCCC1CC(CCC(=O)Nc2ccc([N+](=O)[O-])cc2)C(=O)O1 (stereo not given)	18	2%	?	-3%	-9%	5%	19%	-1%	?
O=c1[nH]c(=S)c2c(n1-c1ccccc1)CCC2	13	3%	0%	0%	0%	0%	0%	-7%	i
CC(C)CSc1ccccc1NC(=O)c1sc2nc(-c3ccncc3)ccc2c1N	.	.	17%	.	.	6%	-1%	.	i
CCOC(=O)c1ccc(S(=O)(=O)Nc2cc(C(=O)O)ccc2Cl)cc1	-1	1%	1%	12%	21%	-8%	-6%	-56%[inhibitor]	i
Cc1ccc(NC(=O)CNc2ccccc2N2CCCC2=O)cc1S(=O)(=O)N1CCOCC1	5	-13%	-6%	8%	14%	4%	-9%	2%	i
Cn1c(=O)cc(SCC(=O)N2CCN(C3CCCCC3)CC2)c2ccccc21	-60*	5%	-19%	2%	-6%	0%	-17%	?	i
COCC1CCCN(Cc2cn(Cc3ccccc3)nc2-c2cc3ccccc3o2)C1 (stereo not given)	-76*	?	3%	?	16µM*	-31%	?	4%	?
CC(C)(C)NC(=O)c1cnn2c1NC(c1ccc(F)cc1)CC2C(F)(F)F (stereo not given)	0	17%	?	-3%	-10%	-2%	0%	?	i
CCOc1ccc(NS(=O)(=O)c2ccc(C(=O)N(C)CCc3ccc(OC)c(OC)c3)cc2)cc1	0	1%	0%	-11%	-13%	-7%	-13%	-3%	i
COc1ccc(N(CC(=O)Nc2cc(C(=O)O)ccc2C)S(=O)(=O)c2c(C)noc2C)cc1	25	-2%	0%	6%	3%	-3%	1%	-4%	i

Full records, looked up by structure. Order of screens: IL1B secr inh, SW480 rereplic, KB-V1 cytotox, HT1080NT lethal, HT1080 IDH1KD tx, ATXN2 expr inh, KB-3-1 cytotox, MCF10A rerep, ATXN viability
`O=C(CCCC(=O)N(CC(=O)NC1CCCC1)Cc1ccc2c(c1)OCO2)Nc1ccccn1` reads 4, 3%, 22%, 4%, 5%, 1%, 8%, 2%, i
`CCOC(=O)C1(Cc2ccc(Cl)cc2)CCN(C(=O)c2cscn2)CC1` reads -9, 1%, 0%, 17%, 18%, -7%, 13%, 9%, i
`O=C(CSc1nnc(-c2ccc(F)cc2)c2ccccc12)Nc1ccccc1Cl` reads -8, 1%, 29%, 1%, -9%, -10%, 6%, ?, i

Printed as active in SW480 rereplic, of those listed so far:
compound,IL1B secr inh,SW480 rereplic
COc1cc(C(=O)N2CCN(c3ccc(C)cc3C)CC2)cc(OC)c1OC,95,6.5µM*

From PubChem BioAssay
